Tau fluor counter: Counterscreen qHTS for Inhibitors of Tau Fibril Formation, Fluorescence Polarization. 280,000 tested, 0.93% active. Potency, µM (series often up to 57.7 µM), without a hit: top-dose activity change, negative = decrease. tau K18 P301L (four-repeat tau fragment) Alexa594 fluorescence, heparin fibrillization; further: potency means the concentration at half of the fitted maximal effect; on the % scale 0 is the no-effect control and ±100 the full control effect; nearly all actives have a fitted effect of over 55% in size
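Human K18 P301L tau (15 uM unlabeled plus 0.24 uM Alexa 594-labeled, final) in 100 mM sodium acetate pH 7 was mixed with compound and 20 uM heparin and incubated 6 hr at 37 C.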
NPSR antag: qHTS Assay for Antagonists of the Neuropeptide S Receptor: cAMP Signal Transduction | Q6W5P4 | CHO-NPSR cells, cAMP TR-FRET, antagonist mode | Potency, µM (titrated, usually from 38.3 µM), for the others: top-dose activity change, negative = inhibition, usual class: inhibitors | 220,000 tested, 1% active | AID 1461, 2008; further: potency means the concentration at half of the fitted maximal effect; on the % scale 0 is the no-effect control and ±100 the full control effect; nearly all actives have a fitted effect of over 50% in size; many of its hits are not listed in these tables
Target sequence (Q6W5P4 whole entry, looked up): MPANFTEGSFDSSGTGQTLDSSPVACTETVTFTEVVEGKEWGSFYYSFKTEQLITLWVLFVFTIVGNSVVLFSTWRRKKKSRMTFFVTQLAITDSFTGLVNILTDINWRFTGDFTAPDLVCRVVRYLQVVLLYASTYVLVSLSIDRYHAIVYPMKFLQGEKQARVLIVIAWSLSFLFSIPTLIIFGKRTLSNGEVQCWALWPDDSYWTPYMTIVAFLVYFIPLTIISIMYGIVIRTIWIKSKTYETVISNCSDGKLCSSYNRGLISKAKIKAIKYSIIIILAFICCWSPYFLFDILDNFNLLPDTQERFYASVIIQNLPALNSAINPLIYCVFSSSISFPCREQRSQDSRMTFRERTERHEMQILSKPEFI
Tau FP inhib: qHTS for Inhibitors of Tau Fibril Formation, Fluorescence Polarization. K18 P301L tau heparin fibrillization, Alexa594 FP, 6 h. Potency, µM (doses to about 57.7 µM), inactives show at the top dose activity, negative = inhibition, actives largely listed as inhibitors. 280,000 tested, 0.39% active. AID 1468, 2008; further: potency means the concentration at half of the fitted maximal effect; on the % scale 0 is the no-effect control and ±100 the full control effect; nearly all actives have a fitted effect of over 55% in size
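Human K18 P301L fragment (15 uM unlabeled plus 0.24 uM Alexa 594-labeled) in 100 mM sodium acetate pH 7 with compound, aggregation induced by 20 uM heparin for 6 hr at 37 C. ThT (30 uM) added for 1 hr, then Alexa 594 FP read.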
TexasRed fluor: Total Fluorescence Counterscreen for Inhibitors of the Interaction of Thyroid Hormone Receptor and Steroid Receptor Coregulator 2; TRb/SRC2 Texas Red total fluorescence interference; AID 1479, 2009; 280,000 tested, 0.29% active; Potency, µM (titrated, usually from 106 µM), without a hit: top-dose fluorescence change, negative = quenching; active means well fitted curve in either direction with a large enough effect; inconclusive means small, poorly fitted or top-dose-only effect; further: potency means the concentration at half of the fitted maximal effect; on the % scale 0 is the no-effect control and ±100 the full control effect
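Human TRβ ligand-binding domain (0.6 uM) and Texas Red SRC2 peptide (20 nM) in Tris buffer with 1 uM T3 and 5% DMSO were incubated with pinned compound for 5 hr at ambient temperature. Total fluorescence was computed as S + 2P (555/632 nm).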
Epigenetic derep: Quantitative High-Throughput Screen for Regulators of Epigenetic Control; 280,000 tested, 0.2% active; AID 1865, 2009; Potency, µM (highest dose often 53.9 µM), inactives show top-dose GFP activation, usual class: activators; murine LDR cells, GFP reporter derepression, 30 h; further: potency means the concentration at half of the fitted maximal effect; % of control where 0% means no effect; nearly all actives have a fitted effect of over 60% in size
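Reporter derepression read as number of fluorescent GFP-positive objects, 20-120 um in size, counted by laser-scanning cytometer. Mouse LDR line with an epigenetically silenced CMV-GFP locus; compound incubation 30 h, 37 C.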
aGal spleen mod: qHTS Assay for Inhibitors and Activators of Human alpha-Galactosidase From Spleen Homogenate | Alpha-galactosidase A (Homo sapiens), P06280 | human spleen homogenate, 4MU-alpha-Gal fluorescence, 40 min | Potency, µM (top dose mostly 80 µM), without a hit: at the highest dose activity change, negative = inhibition, usual class: inhibitors | 240,000 tested, 0.008% active | AID 2107, 2009;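 further: potency means the concentration at half of the fitted maximal effect; 0% = enzyme with vehicle and -100% = no enzyme basal signal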
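Inhibition or activation of alpha-galactosidase in human spleen homogenate is scored by 4-MU fluorescence after 40 min at 37C, pH 5.0, with 1 mM substrate. AC50s come from concentration-response fitted to the Hill equation.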
TRb-SRC2 inh: qHTS for Inhibitors of the Interaction of Thyroid Hormone Receptor and Steroid Receptor Coregulator 2. Potency, µM (titrated, usually from 106 µM), without a hit: at the highest dose activity change, negative = inhibition, most hits filed as inhibitors. TRbeta-SRC2 peptide binding, fluorescence polarization; receptor liganded with 1 µM T3. 280,000 tested, 0.065% active. Thyroid hormone receptor beta (Homo sapiens), P10828;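 further: potency means the concentration at half of the fitted maximal effect; plate controls were bound peptide for no effect and peptide without receptor for full effect; nearly all actives have a fitted effect of over 50% in size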
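Binding of a 20-amino-acid Texas Red SRC2 peptide (20 nM) to TRb ligand-binding domain (0.6 uM) with agonist T3 at 1 uM was followed by fluorescence polarization after a 5 hr room-temperature incubation.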
CBFb-RUNX1 inh: qHTS Assay for Compounds Blocking the Interaction Between CBF-beta and RUNX1 for the Treatment of Acute Myeloid Leukemia; Runt-related transcription factor 1 (Homo sapiens) + Core-binding factor subunit beta …; AlphaScreen CBFb-His/RUNX1-biotin binding, biochemical; Potency, µM (doses to about 59.8 µM), inactives show at the top dose activity, negative = inhibition, usual class: inhibitors; 230,000 tested, under 10 active; further: % of control where 0% means no effect
Target sequence (Q01196 whole entry, looked up): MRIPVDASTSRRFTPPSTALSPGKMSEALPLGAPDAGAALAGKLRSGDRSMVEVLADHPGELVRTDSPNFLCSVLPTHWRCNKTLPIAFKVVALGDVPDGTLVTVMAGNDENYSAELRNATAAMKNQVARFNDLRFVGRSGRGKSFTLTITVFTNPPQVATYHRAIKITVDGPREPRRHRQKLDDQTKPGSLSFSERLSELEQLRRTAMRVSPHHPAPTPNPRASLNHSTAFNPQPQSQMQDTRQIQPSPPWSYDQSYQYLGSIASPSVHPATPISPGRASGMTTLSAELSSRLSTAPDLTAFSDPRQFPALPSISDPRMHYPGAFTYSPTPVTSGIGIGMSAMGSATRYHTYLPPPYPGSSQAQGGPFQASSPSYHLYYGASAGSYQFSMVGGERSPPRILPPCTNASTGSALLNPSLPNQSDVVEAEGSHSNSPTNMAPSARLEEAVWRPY
Target sequence (Q13951 whole entry, looked up): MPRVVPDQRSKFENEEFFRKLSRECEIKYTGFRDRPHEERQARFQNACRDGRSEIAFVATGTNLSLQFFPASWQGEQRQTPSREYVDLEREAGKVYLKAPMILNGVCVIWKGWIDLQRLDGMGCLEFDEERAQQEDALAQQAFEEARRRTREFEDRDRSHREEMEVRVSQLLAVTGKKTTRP
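Room-temperature protein-protein interaction test with 30 nM each of His-tagged CBF-beta and biotinylated RUNX1, 15 min with compound, then 90 min with nickel plus streptavidin beads. Signal read in AlphaScreen mode.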
Numbers without * were called inactive; ? = inconclusive; · = no result given; & = joins results of further samples; [ ] = remark or other dose. Unless noted, the call rests on the fitted dose curve; in most records, active means well fitted curve in the direction sought with a large enough effect; inconclusive means small, poorly fitted or top-dose-only effect, or another doubt; inactive means no such curve, though single readings can be large; an effect the other way counts as inactive or inconclusive. Only part of the results is shown, so the mix of outcomes need not match the whole.

SMILES	Tau fluor counter	NPSR antag	Tau FP inhib	TexasRed fluor	Epigenetic derep	aGal spleen mod	TRb-SRC2 inh	CBFb-RUNX1 inh
CC1(c2ccccc2)NC(=O)N(CC(=O)Nc2cc(S(=O)(=O)N3CCOCC3)ccc2Cl)C1=O (stereo unspecified)	3%	15%	11%	0%	-1.7%	9%	-1%	-3%
CCOC(=O)c1oc2cccc(O)c2c1CN1CCOCC1	-4%	3%[46.1 µM]	1%	-4%	-0.7%	-11%	-13%	8%
CCc1cccc(C)c1NC(=O)CCn1c(=O)c2cccn2c2ccccc21	-10%	·	14%	-3%	0.8%	·	4%	·
CCOc1ccccc1C(=O)N[C@H](C(=O)Nc1nc2c(s1)CCCC2)C(C)C	5%	-28%	4%	5%	1.0%	1%	1%	-22%
Cc1ccc(S(=O)(=O)CCc2nnc(NC(=O)C3CCCCC3)s2)cc1	22%	5%	-8%	0%	0.1%	10%	3%	3%
Cc1cc(C)c2oc(-c3cccc(NC(=O)c4cccc(F)c4)c3C)nc2c1	-19%	·	-13%	-6%	11%	·	12%	·
COc1ccc2[nH]cc(CCNS(=O)(=O)Cc3ccccc3)c2c1	0%	4%	4%	0%	5.3%	15%	0%	8%
O=C(COC(=O)c1ccccc1OCC(=O)Nc1ccc(Br)cc1)Nc1ccccc1	-2%	3%	-13%	-2%	0.0%	-10%	6%	10%
CCC1(CC)NC(=O)N(CC(=O)OCC(=O)Nc2ccccc2[N+](=O)[O-])C1=O	-8%	24%	0%	-1%	0.0%	-7%	-4%	-1%
Cc1sc2nc(SCC(=O)N(C)C)[nH]c(=O)c2c1C	1%	-8%[46.1 µM]	-11%	1%	-2.1%	3%	1%	7%
O=C(C1CCN(c2nc3ccccc3[nH]2)CC1)N1CCN(c2ccccc2)CC1	-10%	·	0%	0%	-2.8%	·	-9%	·
CCOC(=O)N1CCC(N(CCN(C)C)C(=S)Nc2cc(C)ccc2C)CC1	1%	-8%[46.1 µM]	2%	-12%	0.0%	-6%	3%	-7%
CCOc1ccc(OCC)c(NC(=O)CN(C)S(=O)(=O)c2cccc3nsnc23)c1	?	?	11%	1%	-2.5%	-18%	-25%	8%
Cc1ccc2nc(C3CCN(CC(=O)N4CCCCCC4)CC3)[nH]c2c1	-7%	-9%[46.1 µM]	3%	-1%	-1.0%	8%	-3%	5%
COc1ccc(NC(=O)C2=CC(c3cccs3)=NS(=O)(=O)N2C)cc1	-1%	·	-12%	-1%	-3.9%	·	-6%	·
Cc1ccc(Oc2cc([N+](=O)[O-])cc3c2C(=O)Nc2ccccc2O3)cc1	-26%	-26%	2%	-7%	?	-1%	6%	-21%
COc1ccc(CN2CCN(S(=O)(=O)c3ccc(NC(C)=O)cc3)CC2)c(OC)c1OC	-14%&-28%	5%	-4%&-11%	0%&6%	-1.4%&-1.6%	-7%	8%&1%	7%
Cc1cc(OCC(O)CNC(C)(C)C)ccc1Cl (stereo unspecified)	2%	10%	3%	0%	5.5%	-6%	5%	1%
CCCNC(=O)c1ccc2c(c1)nc1n2CCCCC1	-4%	·	3%	-1%	-0.9%	·	-7%	·
CC(=O)c1cccc(NC(=S)NCCC2=CCCCC2)c1	?	-3%[46.1 µM]	-12%	-7%	0.0%	3%	-6%	-4%
Cn1c(N2CCN(C(=O)C34CC5CC(CC(C5)C3)C4)CC2)nc2ccccc21	6%	-7%[46.1 µM]	5%	-1%	-1.0%	8%	-3%	-1%
CCCC/C=C/[C@H](c1ccccc1)[C@H](CO)Cc1ccc([N+](=O)[O-])cc1	·	·	·	-1%	·	-11%	4%	-7%
NC(=O)c1ccc(-c2csnn2)cc1	-4%	8%	1%	-1%	-1.0%	4%	-9%	10%
Nc1cccnc1Sc1ccc(Cl)cc1	-6%	9%[46.1 µM]	-5%	2%	-1.4%	-3%	-9%	2%
COc1ccc(CCNC(=O)C(=O)NCC(c2ccco2)S(=O)(=O)c2ccc(C)cc2)cc1 (stereo unspecified)	-2%	·	-7%	1%	?	·	-5%	·
COC(=O)c1ccc(COc2ncnc3sccc23)cc1	-7%	9%	-2%	-7%	1.1%	5%	3%	14%
O=C1c2ccccc2C(=O)N1CCN1CCCCC1	-8%	5%[46.1 µM]	-4%	0%	-1.0%	-10%	5%	5%
O=C(NC1CCCCC1)c1cccc(Cn2cc(Cl)cn2)c1	-9%	-10%[46.1 µM]	-13%	1%	-5.8%	-4%	-13%	-3%
CC1(C)CC(=O)C=C(NCCc2c[nH]c3ccccc23)C1	-15%	-18%	6%	-2%	1.1%	8%	-4%	6%
O=C1CCC(c2ccccc2)N1C(=O)c1cccnc1 (stereo unspecified)	-2%	15%[46.1 µM]	8%	-2%	6.7%	1%	6%	-6%

Sorted by molecular weight (smallest number first): part of the list above
SMILES	Tau fluor counter	NPSR antag	Tau FP inhib	TexasRed fluor	Epigenetic derep	aGal spleen mod	TRb-SRC2 inh	CBFb-RUNX1 inh
Cc1cc(OCC(O)CNC(C)(C)C)ccc1Cl (stereo unspecified)	2%	10%	3%	0%	5.5%	-6%	5%	1%
CC(=O)c1cccc(NC(=S)NCCC2=CCCCC2)c1	?	-3%[46.1 µM]	-12%	-7%	0.0%	3%	-6%	-4%
COc1ccc(CN2CCN(S(=O)(=O)c3ccc(NC(C)=O)cc3)CC2)c(OC)c1OC	-14%&-28%	5%	-4%&-11%	0%&6%	-1.4%&-1.6%	-7%	8%&1%	7%

Additional compounds:
SMILES	Tau fluor counter	NPSR antag	Tau FP inhib	TexasRed fluor	Epigenetic derep	aGal spleen mod	TRb-SRC2 inh	CBFb-RUNX1 inh
O=C(C1CC1)N1N=C2CCCCC2C1(O)C(F)(F)F (stereo unspecified)	2%	4%	1%	0%	-0.1%	8%	3%	0%
COc1ccc2c(c1)C(NC(=O)C(F)(F)F)CC2=O (stereo unspecified)	0%	2%[46.1 µM]	1%	1%	-0.9%	4%	9%	3%
Cc1onc(-c2ccccc2Cl)c1C(=O)Nc1cccnc1	2%	-6%[46.1 µM]	3%	-2%	0.9%	-7%	6%	7%
O=[N+]([O-])c1cccnc1N1CCN(c2ccc(F)cc2)CC1	-15%	-18%	10%	-4%	-0.5%	6%	-4%	?
COc1ccc(OC)c(NC(=O)CSc2nnc(Cc3cccn3C)n2-c2ccc(F)cc2)c1	-5%	-10%[46.1 µM]	1%	-2%	-0.8%	-2%	-10%	-15%
Cc1ccc(-c2cc(C(=O)NCC3CCCO3)c3ccccc3n2)cc1C (stereo unspecified)	-8%	-14%	3%	-7%	-0.3%	0%	3%	8%
CCOc1ccc(C2C(C#N)=C(N)SC(N)=C2C#N)cc1OC	-25%	26%[46.1 µM]	-3%	5%	0.2%	-19%	6%	-3%
Cc1ccccc1N=C1NC(=O)CS1	0%	-6%[46.1 µM]	-2%	0%	-0.2%	-1%	0%	1%
C[C@H]1C(O)[C@@]23CCC4C5(C=[N+](CCO)C[C@]4(C)CCC5)C2C[C@@H]1C3 (stereo partly specified)	-10%	·	-7%	0%	-0.3%	5%	0%	-6%
COc1cccc2[nH]c3c(N4CCc5ccccc5C4)ncnc3c12	?	-35%	?	-4%	2.1%	10%	3%	-8%
COc1ccccc1NS(=O)(=O)CC12CCC(CC1=O)C2(C)C (stereo unspecified)	-6%	1%[46.1 µM]	-2%	4%	1.3%	2%	-6%	2%
Cc1ccc(OCC(=O)Nc2ccc(F)cc2)cc1C	-8%	-8%[46.1 µM]	5%	-5%	-0.8%	6%	-3%	7%
Cc1ccc(OC(C)C(=O)N/N=C/c2ccccn2)cc1 (stereo unspecified)	3%	5%	-8%	0%	-0.4%	-1%	5%	0%
C=CCOc1ccc(C2C(C(=O)c3ccco3)=C(O)C(=O)N2Cc2cccnc2)cc1 (stereo unspecified)	-6%	0%[46.1 µM]	-12%	-1%	0.0%	-5%	-21%	12%
COC(=O)Cc1c(C)c2cc3c(c(C)c2oc1=O)OCN(CCc1ccccc1F)C3	-29%	·	-2%	?	-2.9%	·	-3%	·
Cc1ccc(NC(=O)COC(=O)/C(=C/c2cccs2)c2cccs2)cc1S(=O)(=O)N(C)C	?	-19%	-12%	0%	-0.8%	0%	7%	-24%
O=[N+]([O-])c1cc(S(=O)(=O)N2CCCCC2)ccc1NCCN1CCOCC1	-9%	-3%	0%	-4%	-1.3%	-9%	-4%	-16%
Cc1onc(-c2ccccc2Cl)c1-c1nc(-c2ccccn2)no1	-20%	-17%[46.1 µM]	-12%	-3%	0.0%	23%	4%	-1%
COc1ccc(-c2nnc3ccc(SCC(=O)N4CCCC4)nn23)cc1	4%	-8%[46.1 µM]	-3%	-2%	-0.9%	-3%	-7%	9%
FC(F)(F)c1cnc(-c2cnc3c(-c4ccc(Cl)cc4)cnn3c2)c(Cl)c1	-17%	-14%[46.1 µM]	-15%	0%	0.6%	5%	1%	14%
O=C(c1ccc(N2C(=O)C3CC=C(Cl)CC3C2=O)cc1)N1CCCCC1 (stereo unspecified)	4%	-6%[46.1 µM]	6%	0%	-1.9%	1%	-8%	2%
COc1cccc(CSc2nc3n(n2)C(c2cccnc2)C(C(=O)Nc2ccccc2C)=C(C)N3)c1 (stereo unspecified)	-11%	·	-6%	-25%	1.1%	·	-1%	·
COc1cccc(C(=O)Nc2nc(SCc3ccc(Cl)cc3)n[nH]2)c1	-18%	-21%	-13%	1%	0.2%	2%	1%	1%
